Screens: PubChem BioAssay, several laboratories
hcDAF-12 act: activates DAF-12 receptor from parasite H. contortus | HEK293 hcDAF-12 lit1-tk-luc reporter, luminescence; 0% DMSO, 100% Δ7-dafachronic acid | hit rate 1.4% among 370,000 | activation, % at 6.8 µM | AID 652067;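 active means activation above the mean of all tested compounds plus 3 SD, cut at about 5.5% in these data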;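 further: 100% = response to 3 µM Δ7-dafachronic acid high control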
hgDAF12 agonist: agonists of H. glycines DAF-12 nuclear receptor | HEK293 GAL4-hgDAF12 UAS-luciferase reporter, agonist luminescence; normalized to butyrate control | activation, % at 6.8 µM | hit rate 1.8% among 370,000 | AID 687014;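 active means activation above a cutoff set at the mean of all screened compounds plus 3 SD, cut at about 10% in these data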;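 further: 0% = DMSO wells and 100% = sodium butyrate wells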
GAA850 FXN act: activators of GAA850 frataxin (FXN) promoter | HEK293 lucGAA850 FXN promoter luciferase reporter, 24 h; percent of 10 µM SAHA response | activation, % at 6 µM | hit rate 0.56% among 360,000 | AID 540364;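 active means activation above the average of all compounds screened plus 3 SD, cutoff fixed separately per campaign, cut at about 7.5% in these data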;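 further: 0% = DMSO wells and 100% = 10 µM SAHA wells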
NPR1 activator: GC-A (human) enzyme activation; P16066; HEK293 GC-A cells, cGMP TR-FRET, EC30 ANP; 0% at EC30 ANP, 100% saturating ANP; activation, % at 10 µM; hit rate 0.14% among 370,000; in the data active means activation above about 40%
ssDAF12 agonist: activators of S. stercoralis DAF-12 nuclear receptor. HEK293 ssDAF-12/GRIP1 lit1-tk-luc reporter, luminescence; % of 3 µM dafachronic acid response. activation, % at 6.8 µM. hit rate 1% among 370,000. AID 652126;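 active means activation above the mean over all tested compounds plus 3 SD, cut at about 0.9% in these data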;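 further: 0% = DMSO-only wells and 100% = 3 µM delta7-dafachronic acid wells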
ADAM10 inh: inhibitors of human ADAM10; O14672; recombinant ADAM10, EDANS/DABCYL FRET peptide cleavage, 3 h; inhibition, % at 7 µM; hit rate 0.62% among 370,000; AID 720582;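 active means inhibition above a per-campaign cutoff equal to the mean of compounds falling between control-based bounds plus 3 SD, cut at about 20% in these data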;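 further: 0% = DMSO wells while the 100% control is not disclosed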
PG9 binder: small molecules binding HIV-1 gp120 antibody PG9; TR-FRET gp120-PG9 antibody binding; inhibition, % at 6.7 µM; hit rate 0.43% among 360,000; AID 624416; in the data active means inhibition above about 8.5%
DAX1 inh-1: inhibits human nuclear receptor DAX1; P51843; HEK293 Gal4-DAX1 luciferase reporter, luminescence; inhibition, % at 6.75 µM; hit rate 0.99% among 340,000; AID 504766;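 active means inhibition above the mean over all tested compounds plus 3 SD, cut at about 4.2% in these data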;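 further: 0% = DAX1-transfected cells with DMSO and 100% = empty-vector control cells with DMSO; inhibition shows as a rise in luminescence from relieved DAX1 repression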
Target sequence (P51843 207-470 limits assumed): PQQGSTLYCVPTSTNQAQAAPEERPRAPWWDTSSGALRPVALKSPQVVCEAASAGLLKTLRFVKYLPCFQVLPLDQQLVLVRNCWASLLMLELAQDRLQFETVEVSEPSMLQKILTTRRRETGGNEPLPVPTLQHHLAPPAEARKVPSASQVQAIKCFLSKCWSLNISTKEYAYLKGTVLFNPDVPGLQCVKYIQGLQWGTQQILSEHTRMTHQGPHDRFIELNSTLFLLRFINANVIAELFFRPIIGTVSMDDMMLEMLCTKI
SMARCA2 activ: SMARCA2 function activation, primary screen; MG213 cells, MMTV-luciferase reporter, dexamethasone, overnight; activation, % at 9.1 µM; hit rate 1% among 370,000; in the data active means activation above about 7.8%;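 further: 0% = vehicle wells and 100% = reference activator wells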
ADAM17 inh: ADAM17 inhibition, QFRET primary screen | recombinant ADAM17, EDANS/DABCYL FRET peptide cleavage | inhibition, % at 6.95 µM | hit rate 0.83% among 370,000;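 active means inhibition above the mean of compounds lying between control limits plus 3 SD, set per campaign, cut at about 8.5% in these data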;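 further: 0% = DMSO-only wells as the low control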
Target sequence (P78536 215-824 limits assumed): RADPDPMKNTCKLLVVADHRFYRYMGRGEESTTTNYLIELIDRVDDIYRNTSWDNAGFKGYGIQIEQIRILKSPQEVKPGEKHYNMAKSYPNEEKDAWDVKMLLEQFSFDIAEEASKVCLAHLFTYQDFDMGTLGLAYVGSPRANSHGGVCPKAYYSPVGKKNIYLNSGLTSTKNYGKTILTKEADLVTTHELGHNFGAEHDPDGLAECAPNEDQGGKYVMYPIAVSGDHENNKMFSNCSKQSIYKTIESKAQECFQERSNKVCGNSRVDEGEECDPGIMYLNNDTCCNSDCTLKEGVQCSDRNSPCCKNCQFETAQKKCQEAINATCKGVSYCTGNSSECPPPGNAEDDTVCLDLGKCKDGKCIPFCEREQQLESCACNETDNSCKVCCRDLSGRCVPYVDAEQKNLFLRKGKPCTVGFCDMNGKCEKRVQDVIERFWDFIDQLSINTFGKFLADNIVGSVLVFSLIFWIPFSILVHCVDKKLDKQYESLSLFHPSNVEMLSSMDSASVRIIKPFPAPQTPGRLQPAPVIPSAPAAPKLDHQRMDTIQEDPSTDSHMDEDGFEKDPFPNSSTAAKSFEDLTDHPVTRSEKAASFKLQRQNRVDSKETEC
DAX1 inh-2: DAX1 (NR0B1) inhibition, primary screen; HEK293T StAR-luciferase reporter, SF-1/DAX-1 repression relief; inhibition, % at 6.8 µM; hit rate 1.1% among 370,000; AID 652010;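 active means inhibition above the mean over all tested compounds plus 3 SD, cut at about 3.6% in these data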;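 further: 0% = DAX-1 cells with DMSO and 100% = cells lacking DAX-1 with DMSO; higher inhibition means more luminescence from relief of DAX-1 repression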
* = called active by the depositor; i = inactive; / = not tested or not shown; & = joins results of further samples; ! = not confirmed by another sample.

entry	SMILES	hcDAF-12 act	hgDAF12 agonist	GAA850 FXN act	NPR1 activator	ssDAF12 agonist	ADAM10 inh	PG9 binder	DAX1 inh-1	SMARCA2 activ	ADAM17 inh	DAX1 inh-2
1	Cc1ccc(OCC(=O)Nn2cnc3ccccc32)cc1	-0.4	1.8	-0.9	-3	-0.7	7	0.9	1.8	0	-2	-0.1
2	CCn1nnnc1SCC(=O)NC1CCCC1	-1.5	0.0	0.3	-7	-1.4	-8	-0.5	-1.4	0	-3	-0.8
3	C/C(=N\NC(=O)CN1CCOCC1)C(C)(C)C	0.8	-1.7	-1.2	3	-1.8	3	-2.0	1.2	2	-2	0.2
4	CC(C)CCn1c(Oc2ccc(Cl)cc2)nc2c1c(=O)n(C)c(=O)n2C	-1.4	0.1	0.8	0	-0.9	-6	0.5	1.1	1	-1	-0.1
5	O=C(c1cccs1)N1C[C@H](n2cc(C3CC3)nn2)[C@@H](O)C[C@@H]1c1ccccc1	-0.5	1.1	-0.9	1	-1.5	-2	-0.6	1.6	-2	0	0.7
6	O=C(c1ccccc1F)N1CCN(Cc2ccc3c(c2)OCO3)CC1	-2.5	-1.1	-0.6	0	-1.3	2	0.8	1.7	0	0	-0.7
7	O=c1[nH]c(CN2CCN(Cc3ccc4c(c3)OCO4)CC2)nc2ccccc12	1.1	1.8	3.2	-2	-1.2	2	0.9	0.1	0	0	0.6
8	COc1cccc(C(=O)NCC(=O)N/N=C/c2c(C)[nH]c3ccccc23)c1	-1.6	-2.9	0.7	-4	-1.4	4	-0.6	0.4	-4	0	-2.3
9	COc1cc(-c2nnc(SCC(=O)N3CCOCC3)o2)cc(OC)c1OC	-0.6	2.4	1.4	0	-1.2	-4	-0.7	3.9	2	-3	-0.1
10	O=C(C[n+]1ccc2ccccc2c1)c1ccc(NC(=O)c2ccccc2)cc1	2.1	-2.8	0.7	0	0.7	-1	-0.1	-2.8	-3	-2	-0.7
11	Cc1nc2ccccc2c(=O)n1/N=C/c1ccccc1F	0.6	5.8	3.4	0	-0.1	-2	-0.5	1.4	1	3	1.5
12	O=C(Oc1ccccc1C(=O)N1CCOCC1)c1ccc(Br)cc1	-0.1	-0.5	-3.4	-5	-0.8	-4	-0.5	2.3	4	-3	0.1
13	COc1ccc(OC)c2[nH]c(=O)c(CCNC(=O)c3ccc(S(=O)(=O)N(C)C)cc3)cc12	-0.4	0.6	0.4	-2	-0.7	4	-0.4	1.0	0	-1	0.2
14	CCc1ccc(C(O)c2ncc(-c3ccc4ccccc4c3)[nH]2)cc1 (stereo not given)	0.9	4.3	-0.9	0	-1.1	-16	-0.4	/	-1	-9	1.7
15	O=C(Nc1cc(N2CCOCC2)ncn1)NC1(C(F)(F)F)Oc2ccccc2O1	2.0	-4.2	1.4	2	-1.2	-12	0.8	0.0	-3	-6	-0.5
16	CCCCN1C(=O)C(=O)N(CC(=O)Nc2sc(C)c(CC)c2C(=O)OCC)C1=O	0.5	-1.3	0.6	0	-1.3	-18	3.1	-1.8	-1	1	-0.6
17	c1ccc(-n2c(Cc3cn4ccsc4n3)nnc2N2CCOCC2)cc1	-1.5	3.3	0.7	-1	-1.1	-11	0.9	0.6	-1	-8	-0.1
18	O=S(=O)(NCCc1c[nH]c2ccccc12)c1ccc(F)cc1	0.4	-0.1	0.9	-1	-0.9	-1	1.5	0.3	-2	0	-0.2
19	Cc1ccc(N2CCN(C(=O)CNS(=O)(=O)c3ccc(Br)s3)CC2C)cc1 (stereo not given)	-1.6	-0.8	-0.7	-6	-1.6	5	-2.2	-0.3	-2	2	-1.5
20	CCSc1nnc(NC(=O)CSc2nc3c(c(=O)n2-c2ccccc2)SCC3)s1	4.4	4.0	-1.8	2	0.7	-1	1.3	0.8	-3	-6	0.6
21	CCCCNc1cccc2c1S(=O)(=O)N[C@H](CC(C)C)CO2	-2.2	-2.8	/	-1	-1.1	-6	0.9	/	-6	-1	-1.3
22	CC1(C)Cc2ccccc2-c2nnc(-c3ccccc3)n21	-0.3	0.4	-0.4	3	-1.7	2	-1.0	1.7	0	-1	-1.6
23	COc1cc(C2C(C#N)=C(N)OC3=C2C(=O)CC(C)(C)C3)c([N+](=O)[O-])cc1OC (stereo not given)	-0.4	-2.1	-1.1	-7	-1.3	-104	-5.6	0.7	-1	-28	-0.3
24	CCN(CC)c1ccc(/C=C(\C#N)C(N)=O)cc1	-0.1	4.1	5.8	-10	-1.6	4	-6.6	1.2	4	2	1.5
25	CC(=O)C1=CCC(c2ccc(Cl)cc2)N(S(=O)(=O)c2ccc(C)cc2)C1 (stereo not given)	-2.2&2.4	-2.2&4.6	/	-9&-9	-1.5&-0.5	19&-1	-0.8&-1.4	/	-6&-1	12*!	-2.5&-1.9
26	COc1cccc(S(=O)(=O)N(C)C[C@H]2OCc3cn(nn3)CCCC(=O)N([C@H](C)CO)C[C@@H]2C)c1	2.0	1.2	-0.3	0	-1.1	-11	0.2	1.6	7	0	1.7
27	COc1ccc(C(=O)Nn2cnc3ccccc3c2=O)cc1[N+](=O)[O-]	-0.4	0.1	1.8	0	-1.5	-1	0.1	-0.2	-2	-5	-0.8
28	COc1ccc(CNC(=O)C(=O)NCC2CCCN2S(=O)(=O)c2ccccc2)cc1 (stereo not given)	-0.5	-1.2	1.2	1	-1.2	2	0.9	-1.0	1	0	-1.0
29	CCc1ccc(N=C2NC(=O)/C(=C/c3ccc(OCC(=O)O)c(OC)c3)S2)cc1	0.9	-2.8	2.7	0	-1.1	0	-3.7	1.1	3	1	0.2
30	O=C(COc1ncnc2sccc12)N1CCN(c2ccccc2)CC1	-0.5	4.3	0.7	4	-1.0	-2	-0.4	1.8	-3	-5	-0.2
31	O=C(C[C@@H]1C/C=C\CCCC(=O)OC[C@@H]2CCCN2C1=O)N[C@@H](CO)Cc1ccccc1	-0.7	1.6	0.8	1	-0.8	-1	0.3	0.6	0	-2	-0.5
32	C=COCCn1c(-c2nonc2N)nc2ccccc21	-1.3	2.0	1.3	0	-0.6	-7	-0.1	-1.5	0	-6	-0.3
33	CN(CC1COc2ccccc2O1)C(=S)Nc1ccccc1F (stereo not given)	0.8	0.7	2.8	2	-1.3	3	-0.9	0.7	1	-1	0.1
34	CCC(NC(=O)Cc1c(C)c2cc3c(cc2oc1=O)OC(C)(C)CC3)C(=O)O (stereo not given)	1.7	3.6	3.1	0	-0.3	i	1.7	0.1	3	i	1.1
35	Brc1ccc(-c2cn3nc4c(nc3n2)CCCC4)cc1	12*	14*	2.7	0	0.7	-119	-0.6	1.1	2	-37	4.9*
36	O=C(CSS(=O)(=O)O)N1CCN(C(=O)c2ccoc2)CC1	-1.8	-0.2	2.4	5	-1.3	0	0.3	1.6	0	-3	0.5
37	O=c1c2cnn(-c3ccccc3)c2nc(-c2ccco2)n1-c1ccccc1	0.6	-2.1	-0.9	-4	-1.1	0	1.7	-2.2	-3	-1	-1.4
38	NC(Cc1ccc(C(F)(F)F)cc1)c1csc(Nc2ccc(C(=O)c3ccccc3)cc2)n1 (stereo not given)	0.9	3.8	-1.5	-1	-1.0	-26	4.0	/	-4	0	0.2
39	COc1ccc(C(=O)O)cc1NC(=S)NC(=O)C(c1ccccc1)c1ccccc1	-3.2	0.5	-0.1	0	-1.6	10	-1.5	0.0	1	-1	0.9
40	CCCn1c(SCC(=O)N2CCCCC2)nnc1-c1ccco1	-1.6	0.9	0.8	5	-1.1	0	-0.1	0.4	0	-1	0.0
41	Cc1cc(C(C)(C)C)cc(S(=O)(=O)NCCc2ccncc2)c1C	-1.4	-1.6	4.2	0	-1.5	0	0.1	0.5	-1	0	-0.1
42	CC(=O)Nc1ccc(NC(=O)C(C)OC(=O)CNC(=O)c2ccc(-c3ccccc3)cc2)cc1 (stereo not given)	1.5	2.1	1.9	10	-0.6	-3	2.6	0.9	-1	-3	0.6
43	COc1ccc(C)cc1S(=O)(=O)NCc1ccccn1	0.6	2.7	-3.3	0	-0.3	5	0.4	0.9	-6	-1	1.6
44	COc1ccc(N(Cc2cc(=O)[nH]c3ccccc23)C(=O)C(C)C)cc1	3.3	0.9	1.7	-7	-0.2	-5	-1.5	-0.5	2	-6	-0.4
45	CN(CCCNC(=O)c1cc2c(Cl)nc3ccccc3c2s1)Cc1ccccc1	-1.0	-2.2	0.5	3	-1.0	-3	-2.2	0.5	7	0	0.6
46	C#CCCc1cocc1/C=[N+](\[O-])c1ccc(C(=O)OCC)cc1	-1.4	-0.9	1.0	0	-0.5	7	-0.9	-0.4	-1	-2	0.2

A draw from above in order of formula weight, low to high:
entry	SMILES	hcDAF-12 act	hgDAF12 agonist	GAA850 FXN act	NPR1 activator	ssDAF12 agonist	ADAM10 inh	PG9 binder	DAX1 inh-1	SMARCA2 activ	ADAM17 inh	DAX1 inh-2
43	COc1ccc(C)cc1S(=O)(=O)NCc1ccccn1	0.6	2.7	-3.3	0	-0.3	5	0.4	0.9	-6	-1	1.6
46	C#CCCc1cocc1/C=[N+](\[O-])c1ccc(C(=O)OCC)cc1	-1.4	-0.9	1.0	0	-0.5	7	-0.9	-0.4	-1	-2	0.2
33	CN(CC1COc2ccccc2O1)C(=S)Nc1ccccc1F (stereo not given)	0.8	0.7	2.8	2	-1.3	3	-0.9	0.7	1	-1	0.1
40	CCCn1c(SCC(=O)N2CCCCC2)nnc1-c1ccco1	-1.6	0.9	0.8	5	-1.1	0	-0.1	0.4	0	-1	0.0
41	Cc1cc(C(C)(C)C)cc(S(=O)(=O)NCCc2ccncc2)c1C	-1.4	-1.6	4.2	0	-1.5	0	0.1	0.5	-1	0	-0.1
44	COc1ccc(N(Cc2cc(=O)[nH]c3ccccc23)C(=O)C(C)C)cc1	3.3	0.9	1.7	-7	-0.2	-5	-1.5	-0.5	2	-6	-0.4
37	O=c1c2cnn(-c3ccccc3)c2nc(-c2ccco2)n1-c1ccccc1	0.6	-2.1	-0.9	-4	-1.1	0	1.7	-2.2	-3	-1	-1.4
34	CCC(NC(=O)Cc1c(C)c2cc3c(cc2oc1=O)OC(C)(C)CC3)C(=O)O (stereo not given)	1.7	3.6	3.1	0	-0.3	i	1.7	0.1	3	i	1.1
45	CN(CCCNC(=O)c1cc2c(Cl)nc3ccccc3c2s1)Cc1ccccc1	-1.0	-2.2	0.5	3	-1.0	-3	-2.2	0.5	7	0	0.6
42	CC(=O)Nc1ccc(NC(=O)C(C)OC(=O)CNC(=O)c2ccc(-c3ccccc3)cc2)cc1 (stereo not given)	1.5	2.1	1.9	10	-0.6	-3	2.6	0.9	-1	-3	0.6
38	NC(Cc1ccc(C(F)(F)F)cc1)c1csc(Nc2ccc(C(=O)c3ccccc3)cc2)n1 (stereo not given)	0.9	3.8	-1.5	-1	-1.0	-26	4.0	/	-4	0	0.2
